From PubChem
RBX1-CUL1 inh: human ROC1-CUL1 E3 ligase inhibition; P62877+Q13616; in vitro K48 di-Ub FRET, acceptor:donor ratio, 45 min; inhibition, % at 10 µM; actives 0.6% (n = 140,000); in the data active = inhibition above about 25%
Target sequence (P62877 whole entry, looked up): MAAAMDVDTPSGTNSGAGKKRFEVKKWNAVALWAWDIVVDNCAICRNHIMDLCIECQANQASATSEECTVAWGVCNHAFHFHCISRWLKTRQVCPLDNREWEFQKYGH
Target sequence (Q13616 whole entry, looked up): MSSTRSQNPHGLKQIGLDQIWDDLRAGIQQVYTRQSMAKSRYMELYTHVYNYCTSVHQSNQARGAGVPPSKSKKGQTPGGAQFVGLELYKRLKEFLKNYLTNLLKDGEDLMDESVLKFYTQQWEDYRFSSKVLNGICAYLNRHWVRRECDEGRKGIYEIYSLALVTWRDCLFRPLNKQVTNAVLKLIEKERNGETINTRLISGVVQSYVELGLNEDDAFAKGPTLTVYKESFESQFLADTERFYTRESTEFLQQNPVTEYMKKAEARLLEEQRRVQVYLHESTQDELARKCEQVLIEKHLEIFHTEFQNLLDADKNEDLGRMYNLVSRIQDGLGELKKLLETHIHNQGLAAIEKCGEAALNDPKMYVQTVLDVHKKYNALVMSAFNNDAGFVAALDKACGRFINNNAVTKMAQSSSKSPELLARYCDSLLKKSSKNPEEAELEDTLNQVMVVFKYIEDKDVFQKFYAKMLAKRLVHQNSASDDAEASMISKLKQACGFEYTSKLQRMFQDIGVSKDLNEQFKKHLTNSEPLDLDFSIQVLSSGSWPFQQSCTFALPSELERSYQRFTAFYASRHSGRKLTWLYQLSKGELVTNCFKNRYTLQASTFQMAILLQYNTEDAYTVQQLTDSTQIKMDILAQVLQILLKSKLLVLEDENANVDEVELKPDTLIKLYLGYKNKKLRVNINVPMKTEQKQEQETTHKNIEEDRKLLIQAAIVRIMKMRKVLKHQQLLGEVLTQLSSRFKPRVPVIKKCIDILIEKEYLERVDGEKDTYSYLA
An asterisk follows results filed as active.

For CCOC(=O)N1CCc2c(sc3nc(SCC(C)=O)nc(SCC(C)=O)c23)C1 the results were RBX1-CUL1 inh -2.9.
For CCOc1ccc(NC(=O)C(C)Oc2ccccc2C)cc1 (stereo not given) the results were RBX1-CUL1 inh 9.4.
For CCCOC(=O)c1ccc(N2CC(C(=O)OC(C)C(=O)c3ccc(C)cc3)CC2=O)cc1 (stereo not given) the results were RBX1-CUL1 inh 5.1.
`CCN(CC)C(=O)Cn1nnc2sc(-c3ccccc3)cc2c1=O` gave RBX1-CUL1 inh -1.0.
CC1(C2CCN(C(=O)Cc3ccc(Cl)cc3)CC2)NC(=O)N(C2Cc3ccccc3C2)C1=O (stereo not given) was read as RBX1-CUL1 inh -0.6.
Screening O=C(c1cccc(N2CCCC2=O)c1)N(Cc1ccncc1)Cc1cccc(OCCc2ccc(F)cc2)c1 returned RBX1-CUL1 inh 1.5.
COc1ccccc1CC(=O)Nc1ccc2nc(N3CCC(C)CC3)cc(C)c2c1 was read as RBX1-CUL1 inh -7.3.
`COc1ccc(-n2c(=O)c3c(c4cc(OC)ccc4n3C)n(CC(=O)NCC3CCCO3)c2=O)cc1` (stereo not given) gave RBX1-CUL1 inh -11.2.
Screening O=C(Cc1cccc2ccccc12)Nc1ccc2nc(SCC(=O)N3CCCC3)sc2c1 returned RBX1-CUL1 inh -12.0.
COc1ccc(-c2nnc(CCCOc3ccc(Cl)cc3Cl)o2)cc1 was read as RBX1-CUL1 inh -7.4.
For O=C1/C(=C\c2ccco2)SC(=S)N1c1cccc(O)c1 the results were RBX1-CUL1 inh 9.1.
`Cc1ccc(-c2nn(CC(=O)NCc3ccccc3)c3c2cnc2ccc(F)cc23)cc1C` gave RBX1-CUL1 inh -6.7.
For C=C(C)CSc1nc2sc3c(c2c(=O)n1-c1ccccc1)CCCCC3 the results were RBX1-CUL1 inh 5.6.
For COC(=O)c1ccc(Cl)c(-c2ccc(/C=N/NC(=O)Nc3ccccc3)o2)c1 the results were RBX1-CUL1 inh -1.6.
For Cc1cccc(C)c1Oc1ncccc1CNC(C)C the results were RBX1-CUL1 inh 9.5.
For COc1cc(OC)c(OC)cc1NC(=O)CC(C)=O the results were RBX1-CUL1 inh 2.5.
For O=C(NCc1ccco1)N1CCN(c2ccc(F)cc2)CC1 the results were RBX1-CUL1 inh -3.7.
O=c1/c(=C\c2cccc(O)c2)sc2n1C(c1ccc(F)cc1)C1=C(N=2)c2ccccc2CC1 (stereo not given) was read as RBX1-CUL1 inh 4.8.
For CCc1cc2c(=O)c(-c3nncn3-c3ccccc3)coc2cc1OC(C)=O the results were RBX1-CUL1 inh 3.4.
For CC1(C)CC(=O)C2=C(C1)N(c1cccc(Cl)c1)C(=O)CC2=O the results were RBX1-CUL1 inh 7.5.
`COCCOc1ccccc1C(=O)Nc1cc(C)cc(C)c1` gave RBX1-CUL1 inh -1.2.
Cn1cc(-c2ccnc(N3CC(N4CCCCC4)C3)n2)cn1 was read as RBX1-CUL1 inh -5.0.
For CCOC(=O)C1C(CN2CCN(CC)CC2)=NC(=O)NC1c1ccc(Cl)cc1 (stereo not given) the results were RBX1-CUL1 inh -5.6.
Screening CC(C)Cc1cn[nH]c1C1CCCN(Cc2cc3ccccc3[nH]2)C1 (stereo not given) returned RBX1-CUL1 inh -4.6.
For CC(=O)c1ccc(C(=O)N2CCCC(CCc3ccccc3)C2)s1 (stereo not given) the results were RBX1-CUL1 inh -0.9.
Cc1ccc(CNC(=O)c2nnn(-c3cccc(C)c3)c2C)cc1 was read as RBX1-CUL1 inh 4.4.
Screening N#Cc1cccc(Oc2ccc(C(=O)c3ccccc3)cc2)c1C#N returned RBX1-CUL1 inh 9.8.
CC(=O)c1ccc(NS(=O)(=O)c2cccc(C(F)(F)F)c2)cc1 was read as RBX1-CUL1 inh 0.3.
For CCCCC(CC)CNC(=O)CSC1=N/C(=C\c2ccc(Cl)cc2Cl)C(=O)N1C (stereo not given) the results were RBX1-CUL1 inh 11.2.
Cc1cc(=O)oc2cc(OCC(=O)Nc3ccc(O)c(C(=O)O)c3)ccc12 was read as RBX1-CUL1 inh 8.1.
For O=C(CSc1nccn1Cc1ccc2c(c1)OCO2)Nc1ccccc1F the results were RBX1-CUL1 inh -1.7.
For CCOC(=O)c1sc(NC(=O)C2CCCCC2C(=O)O)nc1-c1ccccc1 (stereo not given) the results were RBX1-CUL1 inh -13.8.
For CCN(c1ccccc1)S(=O)(=O)c1nnc(NC(=O)c2ccccc2)s1 the results were RBX1-CUL1 inh -7.4.
`Cc1ccc(C)c(N2CCN(C(=O)c3ccc4[nH]c(C)c(C)c4c3)CC2)c1` gave RBX1-CUL1 inh 5.5.
Screening CNc1ccc(-c2nc(-c3ccccn3)no2)cc1[N+](=O)[O-] returned RBX1-CUL1 inh -7.6.
For Cc1ccc(C(=O)C2C(=O)C(=O)N(Cc3cccnc3)C2c2cccc(OCc3ccccc3)c2)cc1 (stereo not given) the results were RBX1-CUL1 inh 3.7.

15 neighbouring compounds already listed, for reference:
Cn1cc(-c2ccnc(N3CC(N4CCCCC4)C3)n2)cn1 was read as RBX1-CUL1 inh -5.0.
For CCOC(=O)C1C(CN2CCN(CC)CC2)=NC(=O)NC1c1ccc(Cl)cc1 (stereo not given) the results were RBX1-CUL1 inh -5.6.
Screening CC(C)Cc1cn[nH]c1C1CCCN(Cc2cc3ccccc3[nH]2)C1 (stereo not given) returned RBX1-CUL1 inh -4.6.
For CC(=O)c1ccc(C(=O)N2CCCC(CCc3ccccc3)C2)s1 (stereo not given) the results were RBX1-CUL1 inh -0.9.
Cc1ccc(CNC(=O)c2nnn(-c3cccc(C)c3)c2C)cc1 was read as RBX1-CUL1 inh 4.4.
Screening N#Cc1cccc(Oc2ccc(C(=O)c3ccccc3)cc2)c1C#N returned RBX1-CUL1 inh 9.8.
CC(=O)c1ccc(NS(=O)(=O)c2cccc(C(F)(F)F)c2)cc1 was read as RBX1-CUL1 inh 0.3.
For CCCCC(CC)CNC(=O)CSC1=N/C(=C\c2ccc(Cl)cc2Cl)C(=O)N1C (stereo not given) the results were RBX1-CUL1 inh 11.2.
Cc1cc(=O)oc2cc(OCC(=O)Nc3ccc(O)c(C(=O)O)c3)ccc12 was read as RBX1-CUL1 inh 8.1.
For O=C(CSc1nccn1Cc1ccc2c(c1)OCO2)Nc1ccccc1F the results were RBX1-CUL1 inh -1.7.
For CCOC(=O)c1sc(NC(=O)C2CCCCC2C(=O)O)nc1-c1ccccc1 (stereo not given) the results were RBX1-CUL1 inh -13.8.
For CCN(c1ccccc1)S(=O)(=O)c1nnc(NC(=O)c2ccccc2)s1 the results were RBX1-CUL1 inh -7.4.
`Cc1ccc(C)c(N2CCN(C(=O)c3ccc4[nH]c(C)c(C)c4c3)CC2)c1` gave RBX1-CUL1 inh 5.5.
Screening CNc1ccc(-c2nc(-c3ccccn3)no2)cc1[N+](=O)[O-] returned RBX1-CUL1 inh -7.6.
For Cc1ccc(C(=O)C2C(=O)C(=O)N(Cc3cccnc3)C2c2cccc(OCc3ccccc3)c2)cc1 (stereo not given) the results were RBX1-CUL1 inh 3.7.

The listing continues.
Screening O=C1N(Cc2ccccc2F)CCCC1(O)CNCc1c(F)cccc1F (stereo not given) returned RBX1-CUL1 inh -19.1.
Screening O=C(CCCCn1c(=O)c2ccccc2n(Cc2ccc(F)cc2Cl)c1=O)NCCc1ccc(Cl)cc1 returned RBX1-CUL1 inh -6.8.
CC(CCc1ccccc1)NC(=O)CCC1CCCC1 (stereo not given) was read as RBX1-CUL1 inh -1.5.
`CCOC(=O)C1=C(C)N=c2s/c(=C\c3ccccc3OC(F)F)c(=O)n2C1c1ccc(F)cc1` (stereo not given) gave RBX1-CUL1 inh -2.6.
`COc1ccc(C(=O)Oc2cc(=O)n(-c3ccccc3)c3c2CCCC3)cc1` gave RBX1-CUL1 inh -6.9.
Screening Cc1ccccc1-c1cnc(-c2ccncc2)nc1C1CCCN(Cc2ccc(F)cc2)C1 (stereo not given) returned RBX1-CUL1 inh -5.4.
For COc1ccc(CCNC(=O)C2CC2(c2ccccc2C)c2ccccc2C)cc1OC (stereo not given) the results were RBX1-CUL1 inh -4.0.
For COCCNC(=O)c1ccc(C2CCCN2C(=O)c2ccc(C)cc2C)s1 (stereo not given) the results were RBX1-CUL1 inh 4.0.
CCN(CC)c1ccc(NC(=O)c2cccc(I)c2)c(C)c1 was read as RBX1-CUL1 inh 13.9.
Screening Cc1ccc(Cc2nc3ccccc3nc2SCC(=O)N2CCN(c3ccccc3)CC2)cc1 returned RBX1-CUL1 inh -5.8.
COC12C(=O)N(C)C(=O)N(C)C1(OC)N(C)C(=O)N2C (stereo not given) was read as RBX1-CUL1 inh -2.7.
`C=C(C)CN(C)c1ccc(-c2nc(C)no2)cn1` gave RBX1-CUL1 inh -3.3.
Screening Cc1cc(=O)[nH]c2ccc(S(=O)(=O)N3CCCCC3)cc12 returned RBX1-CUL1 inh 12.9.
`CCc1ccc(C2Nc3ccc4ccccc4c3C3=C2C(=O)CC(C)(C)C3)cc1` (stereo not given) gave RBX1-CUL1 inh -1.0.
O=C(NC(=S)N1CCc2ccccc21)c1ccco1 was read as RBX1-CUL1 inh -9.2.
For CCCCc1ccc(-n2c(C)cc(CC3=NC(=O)NC3=O)c2C)cc1 the results were RBX1-CUL1 inh -3.4.
CCCc1[nH]nc2c1C(c1ccc(OC)cc1)C(C#N)C(=N)O2 (stereo not given) was read as RBX1-CUL1 inh 3.8.
CN1C(C(=O)c2ccccc2)=C(OC(=O)c2ccccc2)c2ccccc2S1(=O)=O was read as RBX1-CUL1 inh -5.1.
Cn1cc(S(=O)(=O)N2CCCCC2)cc1C(=O)N1CCN(c2ccc(F)cc2)CC1 was read as RBX1-CUL1 inh -7.5.
For COC(=O)c1ccc(-n2nnnc2SCc2nc(N)nc(N3CCOCC3)n2)cc1 the results were RBX1-CUL1 inh -1.0.
Screening CCCN1CCn2c3c(c4cc(Br)ccc42)CCCC31 (stereo not given) returned RBX1-CUL1 inh -8.7.
COC(=O)[C@@H]1OC(c2ccccc2)O[C@H]1C(=O)OC was read as RBX1-CUL1 inh 6.7.
Screening O=c1c2cc3c(nc2ncn1Cc1ccccc1F)CCCC3 returned RBX1-CUL1 inh 2.8.
CCCc1cc2c(=O)n(NC(=O)c3ccc(COc4ccccc4Cl)cc3)c(C)nc2s1 was read as RBX1-CUL1 inh -4.1.
COc1ccc(NC(=O)c2sc3nc4n(c(=O)c3c2C)CCC4)cc1Cl was read as RBX1-CUL1 inh -0.9.
Screening CN(C)Cc1ccc(Sc2ccccc2Cl)cc1 returned RBX1-CUL1 inh 7.8.
`C(=C1\CCc2cc3ccccc3nc21)/c1ccccc1` gave RBX1-CUL1 inh -0.2.
O=C(O)CCC(=O)Nc1ccccc1C(=O)NCc1ccccc1 was read as RBX1-CUL1 inh 1.3.
For N#CC(C=Nc1ccccc1)c1nc(-c2cc3cc(Br)ccc3oc2=O)cs1 (stereo not given) the results were RBX1-CUL1 inh -5.8.
`CCc1ccc2c(c1)c(=O)c(S(=O)(=O)c1ccc(F)cc1)cn2CC(=O)Nc1ccc(C)cc1C` gave RBX1-CUL1 inh 3.1.
CCOC(=O)C1(Cc2ccc(OC)cc2)CCN(C(=O)CCc2cnccn2)CC1 was read as RBX1-CUL1 inh -1.1.
COc1ccc(C(CC(=O)N(C)Cc2ncccc2C)c2ccccc2)cc1 (stereo not given) was read as RBX1-CUL1 inh -1.7.
O=C1CCC(=O)N1CSC(=S)N/N=C\c1ccco1 was read as RBX1-CUL1 inh 6.8.
COCCN(C(=O)c1csc2nc(-c3ccc(OC)c(F)c3)cn12)C(C)C was read as RBX1-CUL1 inh 11.4.
For CCOC(=O)c1ccc(NC(=O)CSc2nc3cc4ccccc4cc3[nH]2)cc1 the results were RBX1-CUL1 inh -1.9.
O=C(OCC(=O)c1ccc(Cl)cc1Cl)c1ccc2c(c1)-c1ccccc1C2=O was read as RBX1-CUL1 inh -5.0.
`O=C(NCc1ccccc1)c1cc2ccc3cccnc3c2[nH]1` gave RBX1-CUL1 inh -0.5.
Screening Cc1ccc(OCC(=O)Nc2cc(C(F)(F)F)cc(C(F)(F)F)c2)cc1C returned RBX1-CUL1 inh -0.8.
`c1ccc(-c2nnc3c4ccccc4c4ccccc4c3n2)nc1` gave RBX1-CUL1 inh 3.8.
For Cc1ccc(Cl)cc1NC(=O)CC#N the results were RBX1-CUL1 inh 2.1.
CCOc1ccc(C=C2C(=O)c3ccccc3C2=O)cc1Cl was read as RBX1-CUL1 inh -6.1.
COc1cc(Cl)c([C@@H]2C[C@H]3CN(c4ccccc4)C(=O)[C@]34CCCN24)cc1OC was read as RBX1-CUL1 inh -5.0.
CCOC(=O)c1c(C)[nH]c(C)c1S(=O)(=O)N(C)CC(=O)Nc1cc(Cl)ccc1OC was read as RBX1-CUL1 inh -1.9.
`CC(=O)NC(NC(C)=O)c1ccccc1[N+](=O)[O-]` gave RBX1-CUL1 inh -16.4.
`COc1ccc(CCNC(=O)CN(c2ccccc2Br)S(C)(=O)=O)cc1OC` gave RBX1-CUL1 inh 2.0.
For Cc1ccc(C)c(NC(=S)NCCO)c1 the results were RBX1-CUL1 inh -3.4.
Cc1cc(NC(=O)Cn2c(=O)nc(-c3ccccc3F)c3cc(Cl)ccc32)ccc1Br was read as RBX1-CUL1 inh -5.5.
Screening COC(=O)c1cc2cc(/C=N/N(C)C)oc2[nH]1 returned RBX1-CUL1 inh -1.2.
For Cc1ccc(OCC(=O)NCc2ccccn2)cc1 the results were RBX1-CUL1 inh 2.3.
For CCCS(=O)(=O)N1CC(=O)N(c2ccc(C)cc2)C(C)(C(=O)NC2CCCCCC2)C1 (stereo not given) the results were RBX1-CUL1 inh -3.2.
For Cc1ccc2ccc(C(Nc3ccccn3)c3ccc(C)c(C)c3)c(O)c2n1 (stereo not given) the results were RBX1-CUL1 inh 5.8.
`CC1CCN(C(=O)CSc2nc3c([nH]c4ccccc43)c(=O)n2-c2ccccc2)CC1` gave RBX1-CUL1 inh -3.5.
CCOc1ccccc1NC(=O)C1C(C)=Nc2ncnn2C1c1cccs1 (stereo not given) was read as RBX1-CUL1 inh 0.4.
Screening CSC1=NC(=O)CC(c2ccc(C(C)C)cc2)C1C#N (stereo not given) returned RBX1-CUL1 inh -1.4.
For COc1ccc(NC(=O)C2CCN(S(=O)(=O)c3c(C)noc3/C=C/c3ccc(C)cc3)CC2)cc1Cl the results were RBX1-CUL1 inh -13.8.
`COc1ccc(N(CC(=O)Nc2cccc(Cl)c2)S(=O)(=O)C2C(=O)NC(=O)N=C2C)cc1` (stereo not given) gave RBX1-CUL1 inh 13.0.
For CCn1cc(Br)c(C(=O)Nc2ccccc2C(C)(C)C)n1 the results were RBX1-CUL1 inh 1.8.

The list is partial, so the mix of outcomes need not match the whole.
